T cell modulator: T cell immune modulation candidate; 2C CD8+ T cell-vesicle binding, flow cytometry; hits give low values; calls only at 7 µM; 330,000 tested, 0.068% active;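 active means response, share of CD8 T cells binding vesicles, and their 90th percentile fluorescence all below set limits, cut at about 80% in these data, passing the limit was not always enough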
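Material: murine 2C transgenic CD8+ T lymphocytes / Also added: QL9-peptide-loaded Drosophila micro-vesicles bearing Ld, ICAM-1 and B7-1 / Schedule: binding step 1.5 h, 37 °C, antibody labelling 20 min, ice / Signal: flow cytometry, PE anti-B7-1 (FL2) versus Alexa647 anti-CD8 (FL8), PFA-fixed / Evaluation: percent CD8+ FL2 mean versus row control / Benchmarks: naked versus QL9-loaded vesicles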
T cell modulator vesicle-bound %: recorded beside T cell modulator, whose call it bears; double positive events, %; measured here: CD8+ vesicle-bound cell fraction;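 binding gate set so that unloaded-vesicle control wells show 10% double positive cells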
The depositor's hits bear a star; i = inactive. An excerpt (hit frequency here may not be typical).

SMILES	T cell modulator	T cell modulator vesicle-bound %
COc1ccc2c(c1)OC[C@H]1[C@H]2N2C(=O)CNC(=O)[C@@]2(C)[C@H]1c1ccccc1	i	11
CC(=O)Nc1nn(C)c2nc3ccc(C)cc3cc12	i	29
COc1ccc([C@H]2CC(=O)C=C(c3ccc(C(=O)O)cc3)C2)cc1OC	i	21
CSCC[C@H](NC(=O)N1C[C@H]2C[C@@H](C1)c1cccc(=O)n1C2)C(=O)Nc1ccc(NC(C)=O)cc1	i	34
CC[C@@]1(C(=O)OC)N[C@H](CN(C)C(=O)Nc2ccc(C)cc2)[C@@H]2C(=O)N(Cc3ccccc3)C(=O)[C@@H]21	i	6
CCN(C(=O)CN1CCN(C)CC1)c1c(N)n(Cc2ccccc2)c(=O)[nH]c1=O	i	28
CCCn1ccnc1SC(C)C(=O)Nc1c(C)n(C)n(-c2ccccc2)c1=O (stereo not drawn)	i	42
O=C1CC2(CCCCC2)Oc2ccc(F)cc21	i	18
C=CC[C@H](CC(=O)OC(C)(C)C)C(=O)OC[C@H]1CCCN1C(=O)[C@H](CC=C)CC(=O)N(CCO)Cc1ccccc1	i	28
CC(C)CN1C(=O)C(=O)N(CC(=O)Nc2cccc(Cl)c2Cl)C1=O	i	13
COc1ccc(NC(=O)COC(=O)c2cc3c(s2)CCC3)cc1	i	44
CCN(c1ccc(NC(=O)CSc2ccc3c(c2)OCCO3)cc1)C(C)C	i	38
CC(=O)c1cccc(OC(=O)C2=CC=CN3CCS(=O)(=O)N=C23)c1	i	42
CCNC(=O)N(C)C[C@H]1N[C@@](C)(C(=O)OC)[C@H]2C(=O)N(Cc3ccccc3)C(=O)[C@@H]12	i	11
COc1ccccc1OCCNC(=O)C1CC(=O)N(c2ccccc2OC)C1 (stereo not drawn)	i	42
Cc1c(OC(C)C(=O)N2C[C@H]3C[C@@H](C2)c2cccc(=O)n2C3)ccc2c3c(c(=O)oc12)CCC3 (stereo partly drawn)	i	21
COc1ccccc1NS(=O)(=O)c1cc(NC(=O)COc2ccccc2)ccc1N1CCOCC1	i	48
CC(OC(=O)Cc1ccsc1)C(=O)Nc1ccc(C(N)=O)cc1 (stereo not drawn)	i	35
CCC[C@@H](CN1CCC[C@H]1CN1C(N)=NC[C@H]1CC(C)C)N1C[C@@H](Cc2ccccc2)N(CCc2ccc(Cl)c(Cl)c2)C1=N	i	17
Cc1cccc(C(=O)NNC(=S)NC(=O)c2ccccc2)c1	i	34
CN(CC(=O)Nc1cccc(F)c1)CC(=O)N1CCc2ccccc21	i	28
CCOc1ccc(S(=O)(=O)N=C(c2ccccc2)N2CCOCC2)cc1	i	50
Cc1nn(Cc2ccccc2)c(C)c1C(=O)N1CCN(CC(=O)Nc2ccc(F)cc2)CC1	i	45
C=Cn1ccnc1CC(O)c1ccc(OC)cc1 (stereo not drawn)	i	47
Cc1ccsc1C(=O)NCC(C)(C)N1CCOCC1	i	38
COc1ccc(-c2c(-c3cc(OC)cc(OC)c3)n(C)c3ccc(-c4ccc(SC)cc4)cc23)cc1	i	41
NS(=O)(=O)c1ccc(NC(=O)COC(=O)CC2Sc3ccccc3NC2=O)cc1 (stereo not drawn)	i	31
O=C(COC(=O)C1=COCCO1)Nc1ccc(Cl)cn1	i	55
O=C1c2ccccc2S(=O)(=O)c2cc(C(=O)N3CCN(c4c(Cl)cncc4Cl)CC3)ccc21	i	23
C#CCOCCOCCOCCNc1nc(N2CCN(C(=O)[C@H](CO)n3cc([C@@H](N)C(C)C)nn3)CC2)nc(N2CCN(C(=O)[C@H](CCC(=O)O)n3cc([C@@H](N)[C@H](C)CC)nn3)CC2)n1	i	8
COc1ccccc1CNC(=O)CN1C(=O)NC2(CCCc3sccc32)C1=O (stereo not drawn)	i	53
O=C1NCCOC(=O)[C@@H](Cc2ccc(F)cc2)CC/C=C/C[C@H]1CC(=O)N(CCO)Cc1ccccc1	i	19
CCN(c1ccccc1)S(=O)(=O)c1ccc(C(=O)Nc2c(C)n(C)n(-c3ccccc3)c2=O)cc1	i	19
COC(=O)[C@]1(C)N[C@H](CN(C)S(=O)(=O)c2ccc(-c3ccccc3)cc2)[C@@H]2C(=O)N(C)C(=O)[C@@H]21	i	18
NC(=O)c1cc([N+](=O)[O-])ccc1NCc1cccc([N+](=O)[O-])c1	i	19
CN(C)c1ccc(NC(=O)COC(=O)c2ccc3c(c2)OCO3)cc1	i	36
CSCCC(NC(=O)c1ccco1)C(=O)NNC(=O)c1n[nH]c(=O)c2ccccc12 (stereo not drawn)	i	46
Cc1csc2nc(COC(=O)c3ccc(Cl)c([N+](=O)[O-])c3)cc(=O)n12	i	45
COCCn1c(SCC(=O)Nc2cc(C)on2)nc2ccccc2c1=O	i	9
CN(C(=O)c1ccc(NC(=O)Cc2cccc(NC(=O)C3CCN(C(=O)CCc4ccccc4)CC3)c2)cc1)C1CCCC1	i	25

The last five entries of the section before come first, to join the parts:
SMILES	T cell modulator	T cell modulator vesicle-bound %
CN(C)c1ccc(NC(=O)COC(=O)c2ccc3c(c2)OCO3)cc1	i	36
CSCCC(NC(=O)c1ccco1)C(=O)NNC(=O)c1n[nH]c(=O)c2ccccc12 (stereo not drawn)	i	46
Cc1csc2nc(COC(=O)c3ccc(Cl)c([N+](=O)[O-])c3)cc(=O)n12	i	45
COCCn1c(SCC(=O)Nc2cc(C)on2)nc2ccccc2c1=O	i	9
CN(C(=O)c1ccc(NC(=O)Cc2cccc(NC(=O)C3CCN(C(=O)CCc4ccccc4)CC3)c2)cc1)C1CCCC1	i	25
O=C(COC(=O)c1cc[n+]([O-])cc1)Nc1ccc(Br)cc1	i	19
CC(=O)NC(C)c1cc(F)c2cccnc2c1O (stereo not drawn)	i	18
COc1ccc(CC(=O)OCC(=O)NC2CCCC(C)C2C)cc1OC (stereo not drawn)	i	47
C[C@]12c3[nH]c4ccccc4c3CCN1C(=O)C(CC(=O)NCCc1ccccn1)C[C@@H]2C(=O)N1CCCCC1 (stereo partly drawn)	i	5
Cc1nn(C)c(C)c1NS(=O)(=O)c1c(C)n[nH]c1C	i	53
C[C@H](NC(=O)c1cc2cc(Cl)ccc2n1C)C(=O)N1CCC[C@H]1C(=O)O	i	33
COc1cc(C(=O)OCC(=O)Nc2c(C)n(C)n(-c3ccccc3)c2=O)c([N+](=O)[O-])cc1OC	i	47
Cc1ccc(NC(=O)C2CCCN2C(=O)c2cccs2)cc1C (stereo not drawn)	i	48
COc1ccccc1C(=O)OCC(=O)N1CCC(Cc2ccccc2)CC1	i	43
O=C(CCNC(=O)c1ccccc1Cl)NN=Cc1ccco1	i	41
CC(=O)N1CCN(S(=O)(=O)c2cccc(C(=O)NC3CCCC3)c2)CC1	i	29
CCOc1ccc(CCNC(=O)COC(=O)c2ccc[nH]c2=O)cc1OCC	i	54
CN(CC(=O)Nc1ccccc1Br)C(=O)COc1ccc2ccccc2c1	i	39
CCN(C(=O)COC(=O)COc1ccc(Cl)c(C)c1)C1CCS(=O)(=O)C1 (stereo not drawn)	i	36
Cc1c(C(=O)O)cccc1[N+](=O)[O-]	i	20
O=C(CN1C(=O)NC2(CCCCCC2)C1=O)NCc1ccccc1	i	56
O=C(COC(=O)COc1ccccc1F)NC1CC1	i	54
COc1cc(C(=O)NNC(=O)c2n[nH]c3ccccc23)cc(OC)c1OC	i	36
CC(OC(=O)CSc1ccc([N+](=O)[O-])cc1)C(=O)NC1CC1 (stereo not drawn)	i	46
CC1CCN(C(=O)COC(=O)c2cc3ccccc3oc2=O)CC1	i	50
NS(=O)(=O)c1ccc(CCNC(=O)c2cccc(S(=O)(=O)N3CCCC3)c2)cc1	i	36
Cc1cccc(CCN2CCN=C2Nc2ccccc2)c1	i	36
Cc1ccsc1C(=O)OCc1nnc(-c2ccccc2)o1	i	56
CC(=O)c1ccc(OCCCC(=O)NNC(=O)c2ccccn2)cc1	i	45
Cc1nn(-c2ccccc2)c(C)c1C(=O)OC(C)C(=O)NC1CCCCC1C (stereo not drawn)	i	47
CN(C)c1ccc(-c2ccc3oc(-c4ccsc4)cc(=O)c3c2)cn1	i	14
Cc1ccccc1[C@]1(C)ON(c2ccccc2C(F)(F)F)C1=O	i	46
COc1ccc(CN2[C@@H](CC(=O)O)c3cc(F)ccc3S2(=O)=O)cc1	i	6
Oc1c(Br)cc(Br)cc1C=Nc1cccc2ncccc12	i	27
O=C(COC(=O)c1cc(=O)[nH]c2ccccc12)NCCc1ccccc1	i	50
CCOC(=O)Cc1csc(NC(=O)c2cc(-c3ccncc3)nc3ccccc23)n1	i	63
COc1ccc(-c2nc3cc(C)ccn3c2NC2CCCCC2)cc1SC1CCCCC1	i	6
CN(CC(=O)Nc1ccccc1Br)C(=O)CN1CCN(Cc2ccc(Cl)cc2)CC1	i	42
O=c1[nH]c(Nc2ccccc2)cc2cc(Br)ccc12	i	35
Cc1ccc(S(=O)(=O)N2CC[C@@H]2C(=O)O)cc1	i	57
CC(Sc1nc2ncc(Cl)cc2[nH]1)C(=O)NC1(C#N)CCCCC1 (stereo not drawn)	i	30
Cc1ccc(OCCNC(=O)CCNS(=O)(=O)c2ccc3ccccc3c2)cc1	i	66
CCCn1c(SCC(=O)NC(=O)NCc2ccccc2)n[nH]c1=O	i	56
CCc1ccccc1Nc1nc(N)nc(COC(=O)C2=COCCO2)n1	i	26
CC1CC(C)CN(C(=O)CNC(=O)c2sc3ccccc3c2Cl)C1 (stereo not drawn)	i	19
Cc1cc(C)cc(C(=O)NCC(=O)OCC(=O)NC2CC2)c1	i	52
O=C(COC(=O)Cc1ccc(S(=O)(=O)N2CCOCC2)s1)Nc1ccc([N+](=O)[O-])cc1	i	37
Clc1ccccc1N1CCN(Cc2c[nH]c3ccccc23)CC1	i	40
Cc1ccc(NC(=O)COC(=O)c2c(-c3ccccc3)noc2C)cc1	i	3
CCN(CC)S(=O)(=O)c1ccc(C(=O)NNC(=O)C2COc3ccccc3O2)cc1 (stereo not drawn)	i	39
CC1CC(C)CN(C(=O)C(C)N2CCN(S(=O)(=O)c3ccc(Br)s3)CC2)C1 (stereo not drawn)	i	33
O=C(NN1C(=O)NC2(CCCCC2)C1=O)c1ccc(-c2ccccc2Cl)o1	i	3
COc1cc2c(C#CCCCO)c(-c3ccsc3)oc(=O)c2cc1OC	i	18
O=C(COC(=O)c1ccc2ncsc2c1)NCc1ccc(F)cc1	i	27
C[C@H]1CN=C(N(C)C)N1CCc1ccc(F)cc1	i	36
N#Cc1cccc(S(=O)(=O)NCC(=O)OCC(=O)NCc2ccccc2)c1	i	24
Cc1cccc(COC(=O)CCCNC(=O)c2ccc(Cl)cc2)c1	i	27
O=C1c2ccccc2S(=O)(=O)c2cc(N3CCN(c4ccccc4)CC3)ccc21	i	49
CN(C)CC/C=C1/c2cc(F)ccc2Sc2ccc(Cl)cc21	i	30
COc1ccc(C(=O)OCc2ccc(C)cc2)cc1S(=O)(=O)N1CCOCC1	i	31
CC(C)(C)OC(=O)NCc1ccc(NC(=O)c2nc[nH]c2C(=O)NCCCCNC(=O)c2[nH]cnc2C(=O)Nc2ccc(CNC(=O)OC(C)(C)C)cc2)cc1	i	19
Cn1c(N)c(C(=O)CSc2nnc(C3CC3)n2N)c(=O)n(C)c1=O	i	27
CCc1c(C2(O)CCCCC2)[nH]c2cnccc12	i	38
CCOC(=O)c1cc(-c2ccccc2C)n(Cc2cc(C)no2)n1	i	36
COc1ccccc1/C=C/C(=O)OCC(=O)Nc1ccc2c(c1)OCO2	i	36

Some of these compounds in order of count of non-hydrogen atoms, low to high.
SMILES	T cell modulator	T cell modulator vesicle-bound %
CC(=O)NC(C)c1cc(F)c2cccnc2c1O (stereo not drawn)	i	18
COc1cc2c(C#CCCCO)c(-c3ccsc3)oc(=O)c2cc1OC	i	18
CCN(c1ccc(NC(=O)CSc2ccc3c(c2)OCCO3)cc1)C(C)C	i	38

By substructure, the entries above with two or more sulfur atoms (four)
SMILES	T cell modulator	T cell modulator vesicle-bound %
NS(=O)(=O)c1ccc(NC(=O)COC(=O)CC2Sc3ccccc3NC2=O)cc1 (stereo not drawn)	i	31
NS(=O)(=O)c1ccc(CCNC(=O)c2cccc(S(=O)(=O)N3CCCC3)c2)cc1	i	36
O=C(COC(=O)Cc1ccc(S(=O)(=O)N2CCOCC2)s1)Nc1ccc([N+](=O)[O-])cc1	i	37
CC1CC(C)CN(C(=O)C(C)N2CCN(S(=O)(=O)c3ccc(Br)s3)CC2)C1 (stereo not drawn)	i	33

Other structures follow:
SMILES	T cell modulator	T cell modulator vesicle-bound %
COc1ccc(S(=O)(=O)N(C)C[C@H]2Oc3ccc(NC(=O)Cc4ccccc4)cc3C(=O)N([C@H](C)CO)C[C@@H]2C)cc1	i	21
COCC(C)n1c(C)cc(C(=O)CSc2nnc(-c3ccco3)o2)c1C (stereo not drawn)	i	39
CCN(CC(=O)Nc1ccc(Br)cc1)C(=O)c1nc2nc(C)cc(C)n2n1	i	17
CCOc1ccc(NC(=O)COc2ccccc2C(=O)NCc2ccccc2)cc1	i	13
CC(C)n1ncc2c(C(=O)Nc3ccc(CC#N)cc3)cc(C3CC3)nc21	i	30
CN(C(=O)c1ccc(NC(=O)C2CCN(C(=O)OC(C)(C)C)CC2)cc1)C1CC1	i	4
COc1ccccc1N(CC(=O)N1CCCC1)S(=O)(=O)c1cc([N+](=O)[O-])ccc1Cl	i	21
C=CCn1c(SCC(=O)N(CC)C2CCS(=O)(=O)C2)nc2cc(C(=O)O)ccc2c1=O (stereo not drawn)	i	37
CC[C@@H]1CCCCc2ccccc2[C@@H](C(=O)C[C@H](O)CC(C)=O)OC1=O	i	8
CCOc1ccc(S(=O)(=O)N2CCN(CN3C(=O)CC4(CCCC4)C3=O)CC2)cc1	i	28
Cc1n[nH]c(C)c1NC(=O)CSc1nnnn1-c1cccc(F)c1	i	34

Assay outcomes: PubChem, NMMLSC
